# PP1 counter – PP1-alpha (human) inhibition in PP5 counter-screen; purified PP1alpha, OMFP fluorescence; inhibition, % at 6.7 µM; hit rate 0.9% among 320,000; AID 2235;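 active = inhibition above the mean inhibition of all tested compounds plus 3 SD, computed separately for each screening campaign, cut at about 15% in these data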
# Target sequence (P62136 whole entry, looked up): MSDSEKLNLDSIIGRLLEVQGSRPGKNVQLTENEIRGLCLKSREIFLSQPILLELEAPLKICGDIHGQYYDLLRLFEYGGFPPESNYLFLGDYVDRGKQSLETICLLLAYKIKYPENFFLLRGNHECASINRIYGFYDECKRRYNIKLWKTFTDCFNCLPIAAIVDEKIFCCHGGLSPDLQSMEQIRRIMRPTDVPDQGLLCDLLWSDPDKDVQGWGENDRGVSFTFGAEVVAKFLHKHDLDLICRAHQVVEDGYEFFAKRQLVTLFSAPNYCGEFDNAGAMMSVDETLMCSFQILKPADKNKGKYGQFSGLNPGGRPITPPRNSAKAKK
# HCV core dimer – blocks dimerization of HCV core protein | TR-FRET GST/Flag-core106 dimerization, 1536-well | inhibition, % at 5 µM | hit rate 0.33% among 300,000;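 active = inhibition above the mean of all tested compounds plus 3 SD, set per screening campaign, cut at about 45% in these data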
#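 Assay system: GST-tagged and Flag-tagged HCV core protein residues 1-106 / Times: compound-protein-antibody incubation 4 h at 22.5 °C / Signal: time-resolved FRET, ex 340 nm, em 617 and 671 nm / Evaluation: % inhibition based on acceptor/donor emission ratio / Benchmarks: wells lacking GST-core106 and wells with excess unlabelled core106 / Repeats: singlicate, one well per compound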
# JMJD2C inh – blocks human GASC-1 demethylase activity | GST-JMJD2C(1-420) H3K9me3 demethylation, DELFIA europium | inhibition, % at 2.35 µM | hit rate 0.069% among 330,000 | AID 2099 | Q9H3R0;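 active = more than half of a compound's replicate wells show inhibition beyond 50%, single wells judged on their own value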;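 note: signal counts dimethyl H3K9 product captured on neutravidin plate; 0% = median of DMSO wells and 100% = 0.3 times that DMSO median; strong numbers were not always called active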
# Fh CTSL1 inh – counter-screen for PFM18AAP inhibitors: inhibitors of F. hepatica cathepsin L1; recombinant F. hepatica cathepsin L1, Z-Leu-Arg-MCA fluorescence; inhibition, % at 5.96 µM; hit rate 0.49% among 300,000;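 active = inhibition above the mean of all tested compounds plus 3 SD, set per screening campaign, cut at about 17% in these data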;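 note: 0% = plate median of test compound wells and 100% = 1 µM Z-Phe-Ala-diazomethylketone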
# ZTA DNA inh – counter-screen for EBNA-1 inhibitors: inhibitors of Epstein-Barr virus ZTA; P03206; ZTA-DNA binding, fluorescence polarization; AID 2234; hit rate 0.15% among 320,000; inhibition, % at 11 µM; in the data active = inhibition above about 33%
# Target sequence (P03206 whole entry, looked up): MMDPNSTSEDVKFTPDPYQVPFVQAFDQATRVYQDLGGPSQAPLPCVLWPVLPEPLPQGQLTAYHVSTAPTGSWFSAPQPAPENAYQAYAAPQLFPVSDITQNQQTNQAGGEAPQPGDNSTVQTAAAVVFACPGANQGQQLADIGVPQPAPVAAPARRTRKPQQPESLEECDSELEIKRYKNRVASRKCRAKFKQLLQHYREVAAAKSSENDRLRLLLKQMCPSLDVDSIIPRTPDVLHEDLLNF
# TPT1 inhibitor – blocks Candida albicans tRNA 2'-phosphotransferase. recombinant caTPT1, FP RNA substrate dephosphorylation. hit rate 0.81% among 300,000. inhibition, % at 5 µM;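 active = inhibition above the mean of all tested compounds plus 3 SD, set per screening campaign, cut at about 24% in these data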;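 note: plate controls were DMSO alone for no effect and ferristatin control at 100 nM for full effect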
# Yeast superoxide – lowers age-related superoxide in aged yeast cells | S. cerevisiae aged cells, superoxide DHE fluorescence; stronger effect = lower value | superoxide response (% of plate mean), % at 10 µM | hit rate 0.18% among 330,000 | AID 2690;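 active = superoxide response under a set limit, about three screen SD below normal, cut at about 65% in these data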;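 note: yeast aged for seven days with compound at 30 °C before DHE staining; 100% = average MFI of all compound-treated wells on the plate with controls excluded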
# EBNA-1 inh – blocks EBNA-1 binding to DNA; EBNA-1 DNA binding, fluorescence polarization; inhibition, % at 14.8 µM; hit rate 0.34% among 300,000; AID 1950; in the data active = inhibition above about 28%
# PP5 primary – PP5 (human) phosphatase inhibition; inhibition, % at 6.7 µM; purified PP5c, OMFP substrate fluorescence; hit rate 0.18% among 320,000; AID 1987;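 active = inhibition above the campaign's mean inhibition across all tested compounds plus 3 SD, cut at about 9.5% in these data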;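 note: 0% = DMSO only and 100% = 100 µM cantharidin control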
# Target sequence (P53041 whole entry, looked up): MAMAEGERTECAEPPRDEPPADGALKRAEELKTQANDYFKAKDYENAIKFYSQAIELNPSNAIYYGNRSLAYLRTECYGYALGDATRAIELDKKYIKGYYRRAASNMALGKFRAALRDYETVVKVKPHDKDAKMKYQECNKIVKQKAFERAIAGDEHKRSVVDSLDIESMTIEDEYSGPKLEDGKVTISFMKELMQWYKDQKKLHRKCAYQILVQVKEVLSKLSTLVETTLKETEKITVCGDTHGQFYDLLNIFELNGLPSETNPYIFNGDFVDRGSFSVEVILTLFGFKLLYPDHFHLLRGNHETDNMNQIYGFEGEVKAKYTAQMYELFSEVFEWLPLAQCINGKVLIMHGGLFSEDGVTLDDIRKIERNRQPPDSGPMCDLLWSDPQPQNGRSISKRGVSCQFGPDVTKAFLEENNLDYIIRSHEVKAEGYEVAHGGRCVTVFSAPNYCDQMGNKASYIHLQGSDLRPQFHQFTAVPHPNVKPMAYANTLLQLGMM
# An asterisk follows results filed as active; i = inactive; · = not tested or not shown.
SMILES,PP1 counter,HCV core dimer,JMJD2C inh,Fh CTSL1 inh,ZTA DNA inh,TPT1 inhibitor,Yeast superoxide,EBNA-1 inh,PP5 primary
Cc1ccc(C(=O)C(C)OC(=O)c2cc(=O)[nH]c3ccccc23)cc1 (centres undefined),-4.1,-1.0,-1.5,-4.4,-17.9,-2.5,90.0,-15.7,0.2
CNc1nc(N)c([N+](=O)[O-])c(N2CCCCCC2)n1,-1.6,-3.3,2.1,-1.9,0.7,-5.3,107.6,10.3,-1.3
O=C1C2C(C(=O)N1c1ccc3c(c1)OCO3)C1C=CC2C12CC2 (centres undefined),1.7,7.5,-0.5,12.9,-13.4,-3.4,103.2,-6.4,1.8
COc1cccc(C2CC(C(F)(F)F)n3nc(C(=O)NCc4cccnc4)cc3N2)c1 (centres undefined),-2.5,5.1,-6.2,5.6,-0.1,2.3,103.4,-3.0,-0.7
Cc1ccc2c(n1)CC(C)(C)CC2=O,1.7,-22.3,-2.9,2.2,-6.8,-2.9,99.3,-7.5,1.7
COc1ccc(N(C)C(=O)C2CCCN2S(=O)(=O)c2cccc3nsnc23)cc1 (centres undefined),-0.1,7.1,-42.8,6.2,2.3,-0.8,127.7,16.6,2.1
CN(C)c1ccc(-c2nnn(CC(=O)Nc3ccc4c(c3)OCCO4)n2)cc1,2.2,-3.5,-10.0,6.3,-1.8,0.7,90.8,5.4,-1.0
Cc1cc(-n2nc(C)cc2C)n2nc(C)c(-c3ccccc3)c2n1,-2.1,2.0,3.2,-1.4,10.1,-1.4,93.1,-2.7,0.7
O=C1c2cccc3cccc(c23)C(=O)N1CC1CCN(CC(O)COc2ccc3ccccc3c2)CC1 (centres undefined),34.0*,-2.6,3.3,5.5,-1.4,-1.0,104.2,10.1,-0.2
CCOc1ccccc1N1CCN(C(=S)NCc2ccccc2)CC1,2.1,13.3,3.3,-0.7,5.5,-3.2,93.4,-3.2,3.7
O=C(Nc1ccc(N2CCOCC2)cc1)c1cccc(S(=O)(=O)N2CCCCCC2)c1,-1.6,-2.7,22.8,-1.6,-1.1,-2.5,92.8,-2.1,-0.5
COc1ccc(/C=C/C(=O)N2CC(C)OC(C)C2)cc1OC (centres undefined),-3.6,1.6,-6.8,1.6,12.2,1.0,99.2,4.8,-2.7
Cc1ccc(S(=O)(=O)Nc2c(NC3CCCCC3)c3ccccc3oc2=O)c(C)c1,6.7,9.8,-3.1,1.3,-2.2,-2.1,110.5,0.2,3.4
O=C(/C=C/c1c(F)cccc1Cl)NCCCN1CCOCC1,-3.4,-2.7,-12.7,-2.9,3.9,-7.7,97.9,-2.2,1.4
O=C(O)c1n[nH]c2ccccc12,-1.9,-1.4,8.0,3.8,6.4,-5.2,110.8,-8.9,-0.8
Cc1ccc(C)c(NC(=O)c2cnn(-c3ccccc3)c2C)c1,0.9,-5.0,-31.0,1.8,-5.0,2.6,104.8,-4.5,-0.3
Cc1ccc(S(=O)(=O)c2nc(-c3cccs3)oc2SCC(N)=O)cc1,-1.4,34.5,-32.6,-1.0,9.0,9.6,97.5,6.7,1.2
O=S(=O)(c1ccc(S(=O)(=O)N2CCC3(CC2)OCCO3)cc1)N1CCCC1,-5.2,3.1,-2.7,-6.1,-5.3,-0.6,98.6,9.0,-0.9
O=C(CN1CCN(CCO)CC1)Nc1ccccc1,0.1,5.5,-3.9,-0.9,0.0,-1.8,97.4,-15.1,2.8
O=C(OCn1nnc2ccccc2c1=O)c1cccnc1Cl,-3.0,-0.8,16.4,-2.0,2.2,-1.2,93.1,-9.9,1.1
COc1ccc(CCCC(=O)N/N=C/c2ccc(C)cc2)cc1,-1.2,-4.3,-4.7,-6.9,-5.1,3.1,87.9,11.7,0.8
O=C(O)/C=C/C(=O)N1CCN(c2ccc(F)cc2)CC1,-6.5,-1.9,-3.6,-5.7,4.1,-2.2,102.4,4.7,2.8
Cc1nc(N2CCOCC2)nc(OCCN(C)C)c1[N+](=O)[O-],8.2,-15.6,5.1,0.2,-16.8,-5.2,93.0,-2.1,2.9
Cc1ccc(S(=O)(=O)NC(=O)Nc2nccs2)cc1,-0.9,-3.4,10.5,3.0,-1.8,-1.4,111.3,-7.8,-1.4
COc1ccc(C(=O)Nc2ccnn2C2CCN(C3CCC3)CC2)cc1,-3.6,-11.9,10.7,5.2,4.5,-4.4,105.9,4.7,-0.4
Cn1c(-c2ccccc2)cc2c3no[n+]([O-])c3ccc21,6.8,-8.6,0.1,5.9,-12.2,-0.5,95.5,-1.4,3.1
N#Cc1c(-c2ccco2)cc(-c2ccccn2)nc1N,26.7*,73.2*,3.3,4.2,7.7,28.3*,105.6,4.6,1.6
CSc1cccc(NC(=S)N(C(C)C)C(C)c2ccccn2)c1 (centres undefined),-1.2,-1.1,-10.8,0.2,0.5,0.1,107.9,-11.6,3.2
Cc1cc(NC(=O)c2ocnc2C)no1,-8.4,-0.6,2.5,-1.9,-8.8,0.4,115.1,-2.0,0.6
O=C(NCCO)C1CCN(C(=O)c2ccc(-c3ccccc3)cc2)CC1,-4.6,-1.1,-3.5,4.0,9.7,-0.2,88.5,-1.3,0.3
O=C(COc1ccc(Cl)cc1)Nc1cccc(S(=O)(=O)NC2=NCCCCC2)c1,-2.9,4.0,5.6,-1.9,-0.2,0.3,91.9,-1.5,2.1
O=C(CSc1nccc(=O)[nH]1)c1ccco1,0.5,-2.6,i,2.2,-0.2,-1.7,89.2,-2.4,1.0
CCN(CC)Cc1c(C(=O)N/N=C/c2cccs2)nnn1-c1nonc1N,-5.6,5.6,6.3,0.1,-3.2,-1.0,95.3,3.1,2.7
O=C(CNS(=O)(=O)c1ccccc1)Nc1ccc(C(F)(F)F)cc1,0.6,-1.0,22.5,0.8,-3.1,-3.7,101.3,3.3,1.3
O=C(CN1C(=O)c2ccccc2C1=O)Nc1cccc(O)c1,-7.5,-3.6,11.3,-3.3,7.2,1.5,106.4,1.4,2.4
CC(=O)OCc1cc2cc(C)ccc2[nH]c1=O,-0.9,2.9,-0.9,-3.7,-7.9,2.8,109.6,-1.2,2.6
Cc1cc(C)nc(SCC(=O)c2ccc3c(c2)OCCO3)n1,-3.4,-2.8,3.7,1.3,1.9,-0.4,93.3,1.7,1.2
O=C(CSc1nnc(Cc2cc(=O)[nH]c(=O)[nH]2)n1-c1ccc(Cl)cc1)N1CCc2ccccc21,-0.8,-1.4,-5.7,1.8,4.0,-0.7,110.9,17.8,-1.9
CCC(=O)Nc1ccc(Nc2nc(Cl)nc(Nc3ccc(NC(=O)CC)cc3)n2)cc1,-0.1,10.3,-4.8,2.3,33.6*,-1.0,95.3,9.2,3.5
COC(=O)C1=C(C(=O)OC)[C@@H]2Nc3ccccc3[C@@]23C[C@@H](C(=O)OC)N(C(=O)c2ccco2)C3=N1,3.7,1.7,3.6,-6.7,-10.8,-1.7,101.9,5.5,-0.7

# Molecules from the list above that have a nitro group on carbon, in the order listed:
SMILES,PP1 counter,HCV core dimer,JMJD2C inh,Fh CTSL1 inh,ZTA DNA inh,TPT1 inhibitor,Yeast superoxide,EBNA-1 inh,PP5 primary
CNc1nc(N)c([N+](=O)[O-])c(N2CCCCCC2)n1,-1.6,-3.3,2.1,-1.9,0.7,-5.3,107.6,10.3,-1.3
Cc1nc(N2CCOCC2)nc(OCCN(C)C)c1[N+](=O)[O-],8.2,-15.6,5.1,0.2,-16.8,-5.2,93.0,-2.1,2.9

# More structures follow.
SMILES,PP1 counter,HCV core dimer,JMJD2C inh,Fh CTSL1 inh,ZTA DNA inh,TPT1 inhibitor,Yeast superoxide,EBNA-1 inh,PP5 primary
CCOC(=O)c1ccccc1NC(=O)c1cc2sccc2n1C,0.7,3.5,-0.2,-0.1,-13.9,1.8,111.0,-0.5,1.4
c1ccc2oc(SCc3nc4ccccc4s3)nc2c1,-3.0,1.1,-8.3,5.9,-12.7,8.7,103.1,-2.5,3.0
CCn1c(SCc2nc3ccccc3s2)nnc1-c1cccs1,1.0,5.9,6.0,-10.6,3.1,11.4,105.6,-7.3,2.8
CC1CCCC(C)N1C(=O)CSc1nnc(NC(=O)Cc2cccs2)s1 (centres undefined),-1.6,5.0,-0.3,-0.9,-1.6,-2.8,108.7,-2.0,0.7
O=C(Nc1ccccc1C(F)(F)F)c1cc(-c2ccccc2O)on1,16.1*,1.7,13.9,1.6,6.0,6.7,101.4,-11.6,1.1
O=C1[C@H]2[C@H]3[C@H](O)[C@H](O)C/C(=N\OC[C@@H](O)COCc4ccco4)[C@@H]3CC[C@H]2C(=O)N1c1ccc(F)cc1F,-1.7,-8.6,-0.7,0.2,4.9,-0.6,101.9,4.4,3.5
COc1ccc(/C=N/NC(=O)Cc2csc(Nc3cccc(C(F)(F)F)c3)n2)cc1C,1.6,10.8,16.7,-0.6,3.3,0.1,101.5,-21.4,7.2
CCOC(=O)c1cc(-c2csc(-c3ccc(C(C)(C)C)cc3)n2)on1,-0.7,2.8,·,-3.0,-7.4,-1.1,78.7,1.8,0.5
CC1CC(C)CN(C(=S)SCc2nc(N)nc(Nc3ccccc3)n2)C1 (centres undefined),0.6,1.4,1.8,-0.1,2.9,-3.4,107.0,-0.1,3.2
CC(C)(C)n1nc2c(c1NC(=O)Cc1ccc(F)cc1)CS(=O)(=O)C2,-0.6,-16.1,-3.4,-7.7,-25.4,-0.5,108.3,-1.2,1.9
Cc1ccc(C)c2[nH]c(=O)c(CN(Cc3nnnn3C3CCCCC3)CC3CCCO3)cc12 (centres undefined),2.7,1.7,4.5,0.9,-7.0,-3.1,97.3,-5.2,-0.4
O=C(NCCc1ccccc1)c1ccc2nc(-c3ccco3)c(-c3ccco3)nc2c1,11.9,65.2*,4.1,6.4,-2.4,3.1,93.3,-1.7,4.8
Cc1ccc(C2CCN(C(=O)Nc3ccc(F)cc3)C2)cc1 (centres undefined),-0.7,0.1,6.7,-3.9,-19.0,-2.2,89.0,-0.8,1.5
COc1cccc(CN2CCNC(=O)C2CC(=O)N(C)CCc2ccccn2)c1OC (centres undefined),-3.4,-12.2,-3.6,-0.9,1.9,-6.1,110.2,-0.6,5.8
CC1CCCN(C(=O)C2CCN(CC(C)c3ccccc3)CC2)C1 (centres undefined),-1.8,1.9,-9.1,3.3,1.9,-0.8,105.9,-19.5,0.3
Nc1c2c(nn1-c1ccc(F)cc1)CSC2,0.9,35.0,-8.7,-0.4,4.3,5.8,105.9,-1.5,0.9
CCCCN(CCCNC(=O)c1ccc(CS(=O)(=O)c2c(Cl)cccc2Cl)o1)Cc1ccccc1,-2.2,0.4,7.8,0.1,2.7,-3.0,100.6,-0.2,1.7
COc1ccc(CCNC(=O)C2CCC(CNS(=O)(=O)c3ccc(F)cc3)CC2)cc1OC (centres undefined),5.5,0.5,6.8,1.8,6.6,-2.2,98.8,-3.1,0.5
Brc1ccc(-c2nc3ncccn3c2NC2CCCCC2)o1,-0.1,-6.0,-9.8,1.4,2.8,-1.7,96.0,-5.2,1.7
COc1ccc(-c2noc(CN3CCCCC3c3nccn3C)n2)cc1 (centres undefined),1.4,2.3,5.1,-0.4,6.9,-0.2,84.8,3.3,0.0
COc1ccc(C(=O)Nc2ccc(Cl)c(S(=O)(=O)Nc3ccccc3OC)c2)cc1,1.6,11.2,-0.9,1.5,-12.6,0.5,98.5,0.0,4.0
O=C(NCc1ccncc1)C(=O)N/N=C/c1ccc(OCc2ccccc2)cc1,37.9*,5.1,10.7,0.6,25.3,3.1,112.9,2.7,-0.1
Cc1ccc2c(c1)nnn2C1CCN(CC(=O)NCCc2nc3ccccc3[nH]2)CC1,-3.9,-8.9,-1.1,-3.2,-8.4,-1.3,89.6,-1.5,2.9

# Assay outcomes deposited in PubChem by several laboratories.
